GLP1R ag: qHTS of GLP-1 Receptor Agonists; Potency, µM (top dose mostly 45.6 µM), for inactives: at the highest dose activation, most hits filed as activators; AID 624172, 2012; Glucagon-like peptide 1 receptor (Homo sapiens), P43220; HEK293 GLP-1R CRE-luciferase, luminescence, 4-6 h; cells express a hypersensitive GLP-1R form; 0.007% of 380,000 active; note: potency is the fitted concentration of half-maximal effect; % of control where 0% means no effect
Target sequence (P43220 whole entry, looked up): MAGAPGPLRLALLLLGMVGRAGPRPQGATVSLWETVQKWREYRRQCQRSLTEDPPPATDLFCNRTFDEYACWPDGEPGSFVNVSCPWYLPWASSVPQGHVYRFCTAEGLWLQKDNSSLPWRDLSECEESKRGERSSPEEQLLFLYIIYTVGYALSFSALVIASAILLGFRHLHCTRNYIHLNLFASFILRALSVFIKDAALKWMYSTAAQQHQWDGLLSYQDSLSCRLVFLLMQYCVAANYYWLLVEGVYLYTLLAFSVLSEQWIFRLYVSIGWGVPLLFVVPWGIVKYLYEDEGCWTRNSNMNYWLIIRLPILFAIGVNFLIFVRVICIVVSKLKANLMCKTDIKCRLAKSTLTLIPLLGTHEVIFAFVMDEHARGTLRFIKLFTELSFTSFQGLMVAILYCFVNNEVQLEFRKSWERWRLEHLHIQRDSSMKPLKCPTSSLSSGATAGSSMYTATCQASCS
GLP-1R inv ag: qHTS of GLP-1 Receptor Inverse Agonists (Inhibition Mode); Glucagon-like peptide 1 receptor (Homo sapiens), P43220; HEK293 GLP-1R CRE-luciferase, luminescence, 24 h; GLP-1R form is constitutively active; Potency, µM (highest dose often 38.3 µM), without a hit: top-dose activity change, negative = inhibition, actives largely listed as inhibitors; 1.6% of 410,000 active; AID 624417, 2012; note: potency is the fitted concentration of half-maximal effect; % is set by controls: 0 for no effect and ±100 for the full control effect; nearly all actives have a fitted effect of over 55% in size
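Inverse agonists were sought by their lowering of basal cAMP reporter luciferase output in HEK293 cells stably carrying constitutively active human GLP-1R, after 24 h compound treatment.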
KB-V1 cytotox: qHTS assay for MDR1-selective chemotherapeutics: Primary screen using the drug-selected MDR subline cells KB-V1. KB-V1 MDR cells viability, CellTiter-Glo, 72 h. Potency, µM (titrated, usually from 46.1 µM), for the others: top-dose activity change, negative = cytotoxicity, hits mostly cytotoxic. 3.4% of 400,000 active. AID 1347076, 2019; note: potency is the fitted concentration of half-maximal effect; % is set by controls: 0 for no effect and ±100 for the full control effect; nearly all actives have a fitted effect of over 60% in size
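Cytotoxicity toward P-gp-expressing KB-V1 cells was determined as loss of CellTiter-Glo luminescence after 72 h at 37 degrees C. Compounds were tested in quantitative HTS format across a concentration range, with curves fitted to normalized data.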
aSyn yeast inh: qHTS of alpha-syn Inhibitors | 0.14% of 370,000 active | AID 652106, 2013 | Potency, µM (doses to about 46.1 µM), for the others: at the highest dose growth rescue (activation), most hits filed as activators | Yeast expressing alpha-synuclein, growth rescue, BacTiter-Glo, 24 h; note: potency is the fitted concentration of half-maximal effect; % of control where 0% means no effect; nearly all actives have a fitted effect of over 65% in size
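Rescue of yeast growth: cells expressing toxic alpha-synuclein, induced in galactose at OD600 0.02, incubated with compound 24 h at 30 C. ATP luminescence quantified growth; inhibitors of toxicity appear as activators.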
PTHR1 ag: qHTS for PTHR1 Agonists: Primary Screen; HEK293 GP2 PTHR1 cells, GloSensor cAMP luminescence, 1 h; Potency, µM (top dose mostly 115 µM), for inactives: top-dose activation, hits mostly activators; 0.075% of 410,000 active; AID 743266, 2014; note: potency is the fitted concentration of half-maximal effect; nearly all actives have a fitted effect of over 55% in size; some results filed as inactive show a strong effect at the top dose; inactives centre near -15; many of its hits are not listed in these tables
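HEK-293-derived GP2 cells expressing PTHR1 and a GloSensor cAMP reporter, 3,000/well, plated overnight, given luciferin plus IBMX (each 0.5 mM as added) for 1 h at 37 °C, then compound for 1 h at 37 °C. Luminescence was read after 15 min at room temperature.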
D3 antag: qHTS of D3 Dopamine Receptor Antagonist: qHTS. D(3) dopamine receptor (Homo sapiens), P35462. D3R cells, DiscoveRx beta-arrestin luminescence, antagonist mode; stronger effect = lower value. max response, negative = inhibition, %. 2.5% of 360,000 active. AID 652054, 2013; in the data active = max response below about -50%; inconclusive = no clear call, values can overlap the other calls; note: % is set by controls: 0 for no effect and ±100 for the full control effect; mostly tested at two doses, the higher about 12 µM
Target sequence (P35462 whole entry, looked up): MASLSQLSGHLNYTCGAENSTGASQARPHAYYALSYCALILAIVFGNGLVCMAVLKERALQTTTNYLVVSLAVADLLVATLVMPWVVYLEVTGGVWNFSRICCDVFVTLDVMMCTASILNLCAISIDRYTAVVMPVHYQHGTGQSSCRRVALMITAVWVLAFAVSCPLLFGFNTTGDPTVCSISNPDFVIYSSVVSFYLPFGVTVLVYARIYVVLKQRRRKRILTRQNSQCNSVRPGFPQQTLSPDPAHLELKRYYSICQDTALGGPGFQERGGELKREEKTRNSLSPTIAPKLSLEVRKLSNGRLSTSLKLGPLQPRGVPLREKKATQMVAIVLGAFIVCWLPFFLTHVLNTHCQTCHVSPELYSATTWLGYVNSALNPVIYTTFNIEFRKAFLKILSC
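Cells expressing the human receptor were seeded at 1500 cells/well, incubated overnight at 37 degrees C in 5% CO2, then exposed to library compounds with dopamine controls for 90 minutes at 37 degrees C before luminescent detection.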
TDP-43 yeast inh: qHTS of TDP-43 Inhibitors; TDP-43 expressing yeast growth rescue, BacTiter-Glo, 24 h; 1.8% of 410,000 active; Potency, µM (titrated, usually from 46.1 µM), for inactives: top-dose growth rescue (activation), actives largely listed as activators; AID 652104, 2013; note: potency is the fitted concentration of half-maximal effect; % of control where 0% means no effect; nearly all actives have a fitted effect of over 50% in size
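Growth rescue of TDP-43-toxic yeast measured as ATP luminescence (BacTiter-Glo). Cells grown to mid-log in raffinose, induced in galactose at OD600=0.02, exposed to compound 24 hr at 30 deg C.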
D3 ag: qHTS of D3 Dopamine Receptor Agonist: qHTS. D3R DiscoveRx beta-arrestin cells, luminescence, 90 min. max activation, %. 0.58% of 410,000 active; in the data active = max activation above about 30%; note: 0% is about no effect; mostly tested at two doses, the higher about 12 µM
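Agonist-mode cell screen: cells plated at 1500/well and incubated overnight at 37 °C, then exposed to library compounds for 90 min at 37 °C. Detection reagent was added for 30–60 min at room temperature, and luminescence was read.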
GLP1R cytotox: qHTS of GLP-1 Receptor Inverse Agonists: Cytotox Screen; 0.13% of 410,000 active; HEK293 cAMP-luciferase reporter cells, luminescence, 24 h; Potency, µM (titrated, usually from 38.3 µM), for the others: at the highest dose activity change, negative = inhibition, usual class: inhibitors; AID 624418, 2012;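 note: loss of luciferase light is scored as toxicity; potency is the fitted concentration of half-maximal effect; % is set by controls: 0 for no effect and ±100 for the full control effect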
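MLSMR compounds, 24 hr on cells at 37 deg C/5% CO2; luminescence after luciferase reagent (12 min RT). Inhibition counted as the undesired cytotoxic outcome.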
The depositor's hits bear a star; i = inactive; ? = inconclusive; · = not tested or not shown; [ ] = dose if it differs, or a comment. Unless noted, calls come from the whole dose curve; as a rule, active = well fitted curve in the direction sought with a large enough effect; inconclusive = small, poorly fitted or top-dose-only effect, or another doubt; inactive = no such curve, though single readings can be large; an effect the other way counts as inactive or inconclusive. Some of the compounds tested. The share of hits here may be higher or lower than overall.

SMILES	GLP1R ag	GLP-1R inv ag	KB-V1 cytotox	aSyn yeast inh	PTHR1 ag	D3 antag	TDP-43 yeast inh	D3 ag	GLP1R cytotox
CN1CCc2c(sc(NC(=O)C3CCCCC3)c2C(N)=O)C1	2%	-7%	-12%	-2%	i	10	5%	0	47%[activator]
CCc1c(C)nc(SCC(=O)c2ccc(C)c(C)c2)[nH]c1=O	5%	34%[activator]	-9%	18%	0%[57.5 µM]	1	-14%	3	1%
O=C(CN1CCCCC1)N=Nc1c(O)[nH]c2ccccc12	14%	14%	7%	2%	i	10	8%	0	-7%
Cc1c(NS(=O)(=O)c2ccccc2)c(=O)n(-c2ccccc2)n1C	-16%	19%	1%	0%	i	-9	0%	1	0%
CC(C)CN(CC(C)C)C(=O)Cc1coc2ccc3ccccc3c12	-3%	?	23µM*	3%	-17%	13	14%	2	7%
O=C(c1ccco1)N(Cc1cccs1)c1ccc(F)cc1	·	5%	-21%	·	i	·	18%	4	16%
CCOC(=O)c1[nH]c2ccc(Br)cc2c1NC(=O)CNC	0%	-16%	-14%	1%	i	13	-1%	-5	-21%
CCc1ccc(NC(=O)CCCc2nnc3n(CC(C)C)c(=O)c4sccc4n23)cc1	·	6%	·	·	i	·	24%	-14	-2%
C/C(=N/Nc1cc(-c2ccccc2)nc(-c2ccccc2)n1)c1ccc(O)cc1	-32%[inhibitor]	?	18µM*	-22%	-4%	5	?	19	?
Cc1cccc(N(C(=O)c2sc(C)nc2C)C(C(=O)NCc2ccco2)c2ccccc2)c1 (stereo unspecified)	4%	11%	?	5%	26%[57.5 µM]	4	-14%	-5	8%
Cc1ccccc1C(=O)NCC(=O)N1CCN(c2ccccn2)CC1	0%	2%	-8%	-3%	-16%	-15	16%	-2	-8%
CC(C)C(C(=O)OCC(=O)c1ccccc1)N1C(=O)C2C3C=CC(C3)C2C1=O (stereo unspecified)	3%	?	-18%	1%	i	2	2%	-1	-4%
Nc1ccc2[nH]ncc2c1	2%	3%	12%	-4%	i	-17	22%	-6	-7%
Cc1cc(=O)[nH]c(N/N=C/c2cn(CCC#N)nc2-c2ccccc2)n1	12%	93%[activator]	7%	1%	i	-5	5%	1	-4%
CCCCN1C(=O)C(NC(=O)CC(C)C)(C(F)(F)F)C2=C1CC(C)(C)CC2=O (stereo unspecified)	0%	7%	-26%	-5%	i	7	-4%	1	-9%
O=C(Nc1cc(C(F)(F)F)ccc1-n1cncn1)C1CC1	12%	77%[activator]	2%	4%	i	-5	-23%	9	-15%
CCCCNC(=O)c1cc2ccccc2s1	3%	-5%	-26%	12%	-9%	11	20%	3	10%
O=C1CN2C(=Nc3ccc(Br)cc3C2c2ccccc2)CCN1 (stereo unspecified)	5%	2%	10%	-5%	-21%[57.5 µM]	0	-13%	-2	22%
COc1ccc(-c2noc(C(C)n3nc(C)c([N+](=O)[O-])c3C)n2)cc1OC (stereo unspecified)	23%	7%	?	14%	-17%[57.5 µM]	29	1%	3	-8%
Cc1ccc(N(C(=O)CNC(=O)c2ccco2)C(C(=O)NC2CCCCC2)c2cccnc2)cc1 (stereo unspecified)	6%	20%	?	-5%	i	7	-15%	0	-1%
CC(C)C(NS(=O)(=O)c1ccc2c(c1)C(C)(C)C(=O)N2C)C(=O)NCc1ccc(F)cc1 (stereo unspecified)	-4%	20%	-4%	-5%	-8%	?	6%	-5	15%
O=[N+]([O-])c1ccc(F)cc1F	11%	22%	-1%	4%	-18%	25	20%	24	6%
CC(C)C(=O)OCc1cc(=O)n2nc(C3CCCCC3)sc2n1	·	7%	8%	·	-17%	·	0%	6	9%
N#Cc1ccc(C23OCCN2CCn2c3c3ccccc3[n+]2[O-])cc1 (stereo unspecified)	2%	4%	-17%	-4%	i	7	0%	-29	2%
COc1ccc(S(=O)(=O)NNC(=O)c2ccccc2-n2cccc2)cc1	1%	-4%	-1%	-1%	i	-3	12%	3	25%
CN(c1ccc(Cl)cc1)c1cc2c(c3c1ccn3C)C1CCC2O1 (stereo unspecified)	2%	?	8%	-1%	i	4	?	3	-8%
C=CCn1c(SCC(=O)c2ccc(O)c(O)c2)nnc1-c1cccc(OC)c1	8%	9%	1%	-7%	-14%	-12	-10%	10	-14%
COc1ccccc1C(=O)N1N=C(c2ccc(NS(C)(=O)=O)cc2)CC1c1cccs1 (stereo unspecified)	-6%	17%	-1%	-1%	13%	3	19%	5	-22%
CC(=O)Nc1ccccc1OCC(=O)NC(C)c1ccc(F)cc1 (stereo unspecified)	-5%	1%	?	-1%	i	-7	9%	-4	-10%
CN1C(=O)C(CC(=O)Nc2ccccc2)S/C1=N/c1nccs1 (stereo unspecified)	6%	-15%	18%	-1%	i	2	20%	1	-9%
COc1cccc(NC(=O)CN2C=NS(=O)(=O)c3ccccc32)c1	·	6%	23%	·	i	·	16%[9.22 µM]	-20	5%
Cc1ccc(-c2nc(CCNC(=O)C(=O)Nc3c(C)cccc3C)cs2)cc1	·	9%	·	·	-10%	·	7%	-1	-11%
COC(=O)C[C@@H]1CC[C@H](NS(=O)(=O)c2ccccc2F)[C@@H](CO)O1	·	-4%	2%	-11%	-24%	1	0%	3	1%
CC(C)Oc1ccc(OCCNC2CCCC2)cc1	-7%	5%	-2%	0%	i	?	-2%	-3	3%
CCC(=O)N1CCc2cc(S(=O)(=O)CCC(=O)N(C)c3ccc(OC)cc3OC)ccc21	-2%	24%	-1%	-6%	-20%	3	2%	-1	-5%
CSCCC(C(=O)Nc1c(C)cccc1C)N1CCC(Cc2ccccc2)CC1 (stereo unspecified)	-2%	?	?	7%	-5%	?	-4%	-16	0%
O=C(CNC(=O)c1ccco1)OCC(=O)c1ccccc1	0%	1%	2%	-3%	i	3	0%	10	-8%
CS(=O)(=O)c1ccc(Nc2nc(C(N)COCc3ccccc3)cs2)cc1 (stereo unspecified)	-6%	-2%	-18%	?	-62%[inhibitor]	13	-5%	0	-26%
O=C(NCc1ccccc1)c1cccc(S(=O)(=O)N2CCCCC2)c1	12%	?	-25%	2%	i	4	-13%	11	-2%
O=C(O)C(C(O)c1ccccc1)[n+]1ccccc1 (stereo unspecified)	-6%	2%	-8%	-8%	7%	?	-8%	-3	6%
C#CCOCCOCCOCCNc1nc(N2CCOCC2)nc(N2CCN(C(=O)CCCCCCCCCCNC(=O)[C@H](CO)n3cc(CCCSC)nn3)CC2)n1	-2%	1%	0%	5%	-61%[inhibitor]	18	23%	-1	-29%
CC(C)(C)C(=O)Nc1cc(S(=O)(=O)N2CCCCC2)ccc1N1CCCCC1	18%	?	-30%	-7%	-11%	-12	-29%	-6	1%
Cc1ccc(-n2c(C)cc(/C([O-])=C(/C(=S)Nc3ccc(F)c(Cl)c3)[n+]3ccccc3)c2C)cc1	0%	?	?	-1%	-7%[57.5 µM]	?	19%	-2	?
CCn1c(C(=O)N2CCC(C(=O)NCCc3ccc(C)cc3)CC2)cc2sccc21	·	?	3%	·	-3%	·	?	-19	-8%
COc1ccc(Br)cc1/C=N/NC(=O)CN1CCN(Cc2ccccc2)CC1	14%	?	-16%	-4%	?	-27	-29%[1.82 µM]	-4	-15%
CC(NC(=O)c1cc(S(=O)(=O)N2CCOCC2)cn1C)c1ccccc1 (stereo unspecified)	11%	-18%	6%	2%	i	25	20%	3	1%
CC1(C(=O)OCC(=O)Nc2ncc(Cl)cc2Cl)CC1(Cl)Cl (stereo unspecified)	4%	-26%	-7%	-7%	-2%	-24	12%	2	12%
N#C/C(C(=O)c1ccccc1)=C1/CCCCCN1	10%	37%[activator]	0%	5%	i	-16	13%	0	22%
CCCCN(CC)S(=O)(=O)N1CCC(C(=O)NCCCN2CCOCC2)CC1	7%	19%	-4%	1%	i	11	-6%	3	8%
COc1ccc(C2CCCN2C(=S)Nc2cccc(Cl)c2)cc1OC (stereo unspecified)	24%	-24%	-10%	11%	-6%	-9	12%	13	-14%
CCOC(=O)c1sc2ncn(CC(=O)Nc3cccc(C)c3)c(=O)c2c1C	-1%	1%	0%	·	-11%	·	2%	-16	0%
COc1ccc(Cl)cc1NC(=O)c1oc(C)nc1C	-15%	2%	?	1%	0%[57.5 µM]	20	-4%	-8	1%
COc1ccccc1CN1CC(C(=O)NCCn2ccc(C)n2)CCC1=O (stereo unspecified)	-5%	1%	?	6%	-17%	12	12%	5	-6%
COc1ccc(Br)c(C(=O)NC2CCCC2)c1	2%	8%	19%	-3%	i	0	-8%	-5	0%
CC1(/[N+]([O-])=C/c2ccc(F)cc2)CCCCC1=O (stereo unspecified)	0%	14%	18%	4%	-23%	8	19%	1	9%
Cn1c(SCC(=O)c2ccc(O)c(O)c2)nnc1-c1ccccc1	4%	5%	22%	1%	i	3	9%	13	-5%
COC(=O)c1cc2cc(NS(=O)(=O)c3ccc(C)cc3)ccc2s1	9%	0%	-4%	-1%	-30%	19	0%	-1	-7%

Screening results as filed in PubChem BioAssay.
